Screening data as filed in PubChem.
SR-BI DiI-HDL act: SR-BI HDL lipid transfer activation. CHO ldlA[mSR-BI] cells, DiI-HDL uptake fluorescence, 3 h; 100 = double the neutral-control signal. activation, % at 12.5 µM. 320,000 compounds, 0.096% hits. AID 504775;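 active = mean replicate activation of at least 60% and every replicate at or above 60%; inconclusive = mean or all-replicate condition met, but not both; inactive = mean below 60% and not all replicates reaching 60%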;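 also: 0% = median plate neutral-control signal and 100% = twice that signal; values of inactives mirror those of a sister screen read the other way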
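Material: SR-BI-overexpressing, LDLR-lacking CHO cells; schedule: compound exposure 3 h, 37 °C; reagent: DiI-labelled HDL at 10 µg/mL final; technique: bottom-read fluorescence, 550/595 nm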
CAL PDZ FP-1: inhibitors of human CAL PDZ peptide binding | Q9HD26 | purified CAL PDZ, TMR-peptide fluorescence polarization, 1 h | inhibition, % at 24.9 µM | 300,000 compounds, 0.92% hits | AID 602252;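 active = mean inhibition of at least 30% with at least half of replicates also reaching 30%; inconclusive = no clear call, values can overlap the other calls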;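 also: 0% = DMSO neutral control and 100% = excess unlabeled competitor peptide PRC23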
PfHsp90 yeast 2: inhibits growth of yeast expressing Plasmodium falciparum Hsp90; S. cerevisiae expressing PfHsp90, BacTiter-Glo ATP, 48 h; yeast lacking PDR1 and PDR3 efflux regulators; inhibition, % at 9.4 µM; 310,000 compounds, 0.32% hits; AID 504621;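 active = every replicate shows inhibition above about 80%, whatever the replicate mean, limit read from the data; inconclusive = mean inhibition reaches the set limit but some replicate falls short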;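 also: 0% = DMSO neutral controls and 100% = 20 µM radicicol positive controls; yeast relying on Plasmodium falciparum Hsp90 in place of its own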
NSD2 HMT inh: blocks human histone methyltransferase NSD2; inhibition, % at 12.5 µM; O96028; NSD2 peptide methylation, AlphaScreen, 120 min; AID 743445; 310,000 compounds, 0.54% hits; in the data active = inhibition above about 50%
Rtt109 HAT inh: C. albicans Rtt109 histone acetyltransferase inhibition; Q5AAJ8; inhibition, % at 34.9 µM; 330,000 compounds, 0.16% hits; purified Rtt109/Vps75, ThioGlo CoA-SH fluorescence, 4 h;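 active = inhibition of at least 50% in every replicate; inconclusive = best replicate reaches 50% inhibition but some replicates fall short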
Target sequence (Q5AAJ8 whole entry, looked up): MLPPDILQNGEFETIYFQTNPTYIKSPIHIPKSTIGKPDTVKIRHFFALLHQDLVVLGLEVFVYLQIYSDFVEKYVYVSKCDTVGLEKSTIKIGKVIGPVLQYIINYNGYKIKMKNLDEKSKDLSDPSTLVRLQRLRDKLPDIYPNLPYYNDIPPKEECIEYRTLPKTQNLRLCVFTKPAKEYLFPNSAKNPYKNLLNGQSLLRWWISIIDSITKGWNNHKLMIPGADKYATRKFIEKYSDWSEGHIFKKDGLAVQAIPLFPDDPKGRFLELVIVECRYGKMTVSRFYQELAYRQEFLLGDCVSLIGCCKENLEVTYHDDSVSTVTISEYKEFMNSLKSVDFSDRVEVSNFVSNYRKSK
dFosB activator: activators of mouse delta FosB homodimer; activation, % at 25 µM; 340,000 compounds, 0.99% hits; P13346; purified delta FosB, TAMRA-CDK5 oligo fluorescence polarization; percent of positive-control signal above neutral wells;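 active = mean activation above about 17%, with every replicate also reaching it, limit read from the data, passing the limit was not always enough; inconclusive = only one of the two conditions met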;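 also: fluorescence polarization rise as delta FosB binds a TAMRA Cdk5 AP-1 oligo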
Target sequence (P13346 whole entry, looked up): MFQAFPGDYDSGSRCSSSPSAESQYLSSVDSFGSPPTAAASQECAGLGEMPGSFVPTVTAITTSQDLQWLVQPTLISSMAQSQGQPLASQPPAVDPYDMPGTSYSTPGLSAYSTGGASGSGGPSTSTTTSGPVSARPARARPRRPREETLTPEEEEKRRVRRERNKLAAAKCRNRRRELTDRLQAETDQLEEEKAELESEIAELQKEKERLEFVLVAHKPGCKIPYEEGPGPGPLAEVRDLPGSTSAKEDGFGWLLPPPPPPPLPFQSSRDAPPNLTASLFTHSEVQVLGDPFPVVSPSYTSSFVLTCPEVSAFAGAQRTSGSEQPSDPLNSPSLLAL
SR-BI DiI inh: mouse SR-BI HDL lipid transfer inhibition. Q61009. ldlA[mSR-BI] CHO cells, DiI-HDL uptake fluorescence, 3 h. inhibition, % at 12.5 µM. 320,000 compounds, 0.96% hits;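 active = mean replicate inhibition of at least 70% and a set share of replicates each scoring 70 or more; inconclusive = meets just one of the two criteria; inactive = fails both criteria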;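 also: 0% = median of neutral control wells and 100% = median of positive control wells; values of inactives mirror those of a sister screen read the other way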
PvdQ acylase: blocks Pseudomonas aeruginosa PvdQ acylase activity. inhibition, % at 10 µM. 340,000 compounds, 0.063% hits. purified PvdQ acylase, fluorescence plate reader; in the data active = inhibition above about 30%, passing the limit was not always enough; inconclusive = no clear call, values can overlap the other calls;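 also: 0% = vehicle neutral wells and 100% = reference inhibitor wells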
MITF act: MITF TRPM1 promoter activation in melanoma cells. 300,000 compounds, 0.75% hits. activation, % at 12.5 µM. SK-MEL-5 TRPM1-promoter luciferase, 24 h; % of positive control, neutral wells = 0;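 active = mean activation of at least 80% with every replicate also reaching 80%; inconclusive = mean reaches 80% but some replicate falls short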;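 also: 0% = neutral control wells and 100% = parthenolide positive control wells; values of inactives mirror those of a sister screen read the other way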
CAL PDZ FP-2: blocks peptide binding to human CAL PDZ domain. 330,000 compounds, 0.02% hits. AID 504414. inhibition, % at 20 µM. purified CAL PDZ, TMR-peptide fluorescence polarization, 1 h. Q9HD26;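 active = highest replicate inhibition of at least 40%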;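 also: plate controls were DMSO neutral control wells for no effect and unlabeled competitor peptide control wells for full effect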
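Read-out basis: mP drop reported as inhibition | Assay system: Tagged CAL PDZ protein CerCALP, purified | Benchmarks: Unlabelled peptide for full inhibition, DMSO wells as neutral | Schedule: 1 h incubation at room temperature before polarization reading | Buffer or medium: Sodium phosphate/NaCl buffer pH 7.4 with TCEP, IgG, Thesit | Doses: Single point, 20 µM | Measured by: Fluorescence polarization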
Active calls of the source: *; u = inconclusive; x = no result given.

structure,PfHsp90 yeast 2,SR-BI DiI-HDL act,Rtt109 HAT inh,CAL PDZ FP-1,CAL PDZ FP-2,dFosB activator,MITF act,SR-BI DiI inh,PvdQ acylase,NSD2 HMT inh
O=C(C1CCN(S(=O)(=O)c2cccs2)CC1)N1CCc2ccccc2C1,16.9,8.8,0.6,0.0,-2.4,-8.2,0.9,-8.8,-10.2,0.8
COCCNC(=O)CCCn1c(=O)c2ccccc2n(Cc2cccc([N+](=O)[O-])c2)c1=O,-26.4,x,0.8,-3.0,-1.7,-3.6,-4.1,x,-17.7,x
CC(=O)Nc1c(C)ccc(CNC(=O)COc2cc(C)ccc2C)c1C,x,19.4,-0.8,-1.9,0.5,1.8,-5.0,-19.4,10.8,-3.3
NC(=O)c1oc2ccccc2c1NC(=O)CCc1ccccc1,-16.8,-1.3,-7.4,x,-0.9,1.0,9.4,1.3,-17.0,x
CCOc1ccc(S(=O)(=O)Nc2ccc3c(c2)OCO3)cc1,-1.3,x,10.2,x,-2.1,6.2,-1.8,x,4.1,3.4
O=C1CN(C(=O)CNCc2ccccc2Cl)c2ccccc2N1,-21.9,x,-8.8,-5.1,-1.4,2.3,5.9,x,4.9,-10.9
CCCCn1c(N)c(N(Cc2ccccc2OC)C(=O)COc2cc(C)ccc2Cl)c(=O)[nH]c1=O,-9.1,-0.5,x,-2.0,-0.3,6.9,1.2,0.5,6.5,32.6
Cc1nnc(SCC(=O)N2CCN(c3ccccc3)CC2)n1C1CC1,2.4,1.3,4.7,x,-0.8,3.3,4.9,-1.3,1.2,-2.8
CCCCn1c(N)c(N(CCOC)C(=O)c2cc3c(s2)CCC3)c(=O)[nH]c1=O,x,13.8,-3.3,-6.7,-2.5,-11.6,-5.1,-13.8,-3.2,1.8
O=C(CCn1nnc2ccccc21)Nc1nnc(Cc2ccc(F)cc2)s1,-4.3,0.7,5.7,1.0,-1.1,-1.8,x,-0.7,7.7,-1.5
C=CCN1C(=O)C(CC(=O)Nc2ccccc2)S/C1=N/c1nccs1 (configuration not stated),-11.1,-52.4,5.9,x,-0.6,1.9,5.6,52.4,-11.5,-2.5
CCN(CC(=O)Nc1ccccc1C(=O)OC)S(=O)(=O)c1ccccc1,-29.2,-10.2,5.6,2.1,-2.2,-5.4,-12.2,10.2,-5.2,-0.4
Cc1csc(=O)n1CCC(=O)OCC(=O)Nc1cc([N+](=O)[O-])ccc1Cl,x,10.3,-3.7,-3.0,-1.9,-1.2,-6.9,-10.3,-12.2,-1.8
CCN(CC(=O)Nc1ccc(NC(C)=O)cc1)C(=O)c1cccc(Oc2ccccc2)c1,8.5,-8.7,8.0,-2.2,-2.0,-16.1,2.0,8.7,-1.0,-0.1
CC1CCN(CC(C)OC(=O)c2ccc3c(c2)OCCO3)CC1 (configuration not stated),7.5,-1.0,-5.6,x,-0.9,-7.1,23.1,1.0,-14.4,x
O=C(Nc1ccc2ccccc2c1)c1cccc2ccccc12,-11.1,-27.1,-1.6,69.9*,-0.4,2.2,32.2,27.1,-13.0,1.6
CSc1nnc(C2CCCN(CC(=O)Nc3ccccc3N3CCOCC3)C2)n1C(C)C (configuration not stated),-14.2,x,-13.3,-3.1,-0.1,-2.3,x,x,-8.1,5.2
Cc1ccc(S(=O)(=O)Oc2cc(N)c3c(n2)CCC3)cc1,9.1,38.5,8.4,-0.4,0.0,-2.3,x,-38.5,2.0,-4.5
Cc1ccc(NC(=O)CN(C)C(=O)CSc2nnc(NC(C)C)s2)cc1,8.8,-46.9,7.7,x,-0.9,-3.7,5.7,46.9,2.8,-1.7
CC(C)OC(=O)C1Cc2ccccc2CN1S(=O)(=O)c1cccs1 (configuration not stated),16.5,26.6,4.7,-4.0,-0.3,-6.4,-1.5,-26.6,-7.6,-3.7
O=C(Nc1ccc(S(=O)(=O)Nc2nccc(C3Cc4ccccc4C(=O)O3)n2)cc1)c1ccccc1 (configuration not stated),17.5,10.3,5.6,1.3,-1.3,1.2,-4.5,-10.3,-6.7,3.9
Cc1cccnc1NC(=O)CN1C(=O)c2ccccc2S1(=O)=O,x,19.9,-15.8,-4.1,-1.6,-4.4,-12.8,-19.9,-3.5,-0.6
COc1ccccc1-n1cc2c([N+](=O)[O-])cc([N+](=O)[O-])cc2n1,3.7,-59.5,2.3,0.7,-0.3,-4.5,-5.1,59.5,-4.1,-0.3
CCOc1ccc(OCc2cccc(C(=O)N3CCCC3)c2)cc1,-1.6,-25.1,-43.5,4.6,-0.3,-9.4,-28.0,25.1,-22.9,-0.3
Cc1onc(-c2ccccc2Cl)c1C(=O)Nc1ccc(N2CCOCC2)cc1,7.7,-7.0,2.3,-2.3,x,1.9,6.8,7.0,-6.2,5.1
CCOc1ccc(NC(=O)CCNS(=O)(=O)c2cccs2)cc1,x,-26.0,3.3,9.0,-2.6,-3.4,14.7,26.0,3.1,0.2
Fc1ccc(NC(=S)NCCc2ccccn2)cc1,-4.7,0.2,-3.3,-1.0,-1.7,1.0,-1.2,-0.2,-0.1,-0.3
COC(=O)C(CCSC)NC(=O)CNS(=O)(=O)c1ccc(Br)cc1 (configuration not stated),x,-7.4,-2.5,1.2,-1.6,2.4,x,7.4,1.3,1.9
CCCOP(=O)(OCCC)C1(Nc2ccc(C)cc2)CCCCC1,7.9,13.1,9.1,-2.5,0.6,1.2,11.4,-13.1,-0.1,0.1
COc1cc(C2=NOC(C(=O)N3CCOCC3)C2)cc(OC)c1OC (configuration not stated),x,41.0,-10.2,x,-2.8,5.5,1.2,-41.0,-9.4,-3.9
O=C(c1csc2ccccc12)n1cccn1,-1.3,17.2,2.5,x,-0.6,-6.7,5.6,-17.2,-7.8,5.7
COc1cc(/C=C2/C(=N)N3OC(C)=CC3=NC2=O)ccc1OCCOc1ccc(C)cc1,x,-24.7,-0.4,1.6,-0.2,4.8,x,24.7,15.3,-1.1
COCCNC(=O)c1ccc(C)c(S(=O)(=O)Nc2ccc(C)cc2)c1,-4.7,15.4,-3.8,1.0,0.2,4.4,6.2,-15.4,-9.4,27.2
COCCn1c(Cc2ccccc2)nnc1SCc1nc2ccccc2c(=O)[nH]1,-4.8,8.9,2.6,-1.1,-0.2,-3.1,-7.8,-8.9,-3.3,1.7
O=C1C(=O)N(CNc2cccnc2)c2ccccc21,1.2,54.2,1.8,-2.1,-2.5,-5.5,2.2,-54.2,-12.1,1.7
COc1ccccc1CNC(=O)COC(=O)CNS(=O)(=O)c1ccc(C)cc1,10.1,18.0,0.6,-2.0,0.0,-0.1,5.0,-18.0,-7.0,-0.4
CC(=O)Nc1nc(C)c(S(N)(=O)=O)s1,x,2.1,2.8,0.0,-1.4,0.7,-20.4,-2.1,-4.2,-1.8
COCC(C)n1c(COc2ccccc2F)nnc1SCc1c(C)noc1C (configuration not stated),-1.6,12.6,1.1,-4.5,0.6,-2.9,-6.8,-12.6,-4.6,-1.8
CC(C)(C)c1ccc(CNC(=O)c2ccc3c(c2)NC(=O)CO3)cc1,x,-0.6,4.7,-4.3,-3.5,-14.7,-7.6,0.6,-5.5,x
Nc1nnc(SCc2nc3scc(-c4ccccc4)c3c(=O)[nH]2)s1,-6.6,x,-7.1,-5.3,-0.4,3.1,6.7,x,-10.3,5.3
NC(=O)COC(=O)c1cccc(NS(=O)(=O)/C=C/c2ccccc2)c1,8.9,60.0,2.3,x,-1.3,3.6,-0.4,-60.0,4.2,-0.6
O=C(Nc1nnc(SCC(=O)N2CCCC2)s1)C1CC(=O)N(c2ccc(F)cc2)C1 (configuration not stated),-16.0,5.0,-2.3,-1.4,-4.8,-8.8,0.4,-5.0,-2.3,2.4
Cc1sc(NC(=O)C2C3CCC(O3)C2C(=O)O)nc1-c1ccc(CC(C)C)cc1 (configuration not stated),-8.8,13.4,9.7,14.6,-0.8,1.1,28.4,-13.4,3.5,11.8
COc1cccc(/C(O)=C2/C(=O)C(=O)N(Cc3ccco3)C2c2ccncc2)c1 (configuration not stated),-3.9,9.1,-1.6,1.1,-1.8,5.8,-0.4,-9.1,-2.2,1.1
COc1ccc(N2CC(C(=O)Nc3nnc(SCC(=O)N4CCCC4)s3)CC2=O)cc1 (configuration not stated),12.3,-3.0,-1.0,-2.8,-2.5,-5.8,0.8,3.0,-0.7,-5.3
CCN(C(=O)COC(=O)CSc1ccc(F)cc1)c1c(N)n(Cc2ccccc2)c(=O)[nH]c1=O,3.9,-2.1,1.4,0.4,0.2,-0.3,-8.0,2.1,-7.8,-0.7
COc1ccc(-c2noc(N3CCC(C(=O)Nc4ccc(OC)cc4OC)CC3)n2)cc1,-10.7,-70.1,4.8,x,-0.9,-5.1,x,u,-5.9,x
Cc1ccc(-c2csc(C(C#N)=C3CCCC3)n2)cc1,-23.8,-28.3,-2.6,-3.6,-1.4,-2.0,97.8*,28.3,-9.0,-6.4
O=C1CCC[C@@H]2C[C@@]3(C[C@@H]4CCN1[C@H]24)Nc1cc([N+](=O)[O-])ccc1NC3=NC1CCCCC1,29.3,-12.3,24.5,-0.5,-0.7,1.2,-1.1,12.3,4.4,x
O=c1c2ccccc2nc(N2CCN(c3ccccc3)CC2)n1Cc1ccccc1,-3.8,x,-3.1,x,-0.5,5.9,0.5,x,0.0,x
O=C(CCOc1ccccc1F)N1CCN(c2ccccc2O)CC1,8.4,-3.0,2.7,-0.9,-1.1,-6.4,20.9,3.0,-14.8,-11.4
O=C(N[C@@H](Cc1ccccc1)C(=O)NCc1ccc(F)cc1)C1CCNCC1,0.0,4.0,-0.3,-4.0,-0.5,0.8,16.4,-4.0,-9.8,-0.2
Cc1cc(C)c(NC(=O)Cn2nnc(C(=O)NCc3ccco3)c2N)c(C)c1,6.7,x,18.5,5.4,0.5,9.0,10.7,x,5.1,4.0

With a hit mark in CAL PDZ FP-1, among the entries above:
structure,PfHsp90 yeast 2,SR-BI DiI-HDL act,Rtt109 HAT inh,CAL PDZ FP-1,CAL PDZ FP-2,dFosB activator,MITF act,SR-BI DiI inh,PvdQ acylase,NSD2 HMT inh
O=C(Nc1ccc2ccccc2c1)c1cccc2ccccc12,-11.1,-27.1,-1.6,69.9*,-0.4,2.2,32.2,27.1,-13.0,1.6
